# Mtb BioA inh = blocks M. tuberculosis BioA enzyme activity; purified M. tuberculosis BioA enzyme, plate reader; inhibition, % at 9.99 µM; AID 602481; actives 0.096% (n = 360,000); in the data active = inhibition above about 40%
# Starred values were filed as active, the others as inactive.
> C[C@H]1CN([C@@H](C)CO)C(=O)c2cc(C#Cc3cccc(F)c3)cnc2O[C@@H]1CN(C)Cc1ccccn1
  Mtb BioA inh = -7.9
> CN1C(=O)c2cc(NS(C)(=O)=O)ccc2OC[C@@H]2O[C@@H](CC(=O)NC3CCCCC3)CC[C@@H]21
  Mtb BioA inh = -0.5
> C[C@H](CO)N1C[C@H](C)[C@H](CN(C)C(=O)Cc2ccccc2)OCCCC[C@H](C)Oc2ccc(NC(=O)c3ccncc3)cc2C1=O
  Mtb BioA inh = -0.1
> C[C@@H]1CN([C@@H](C)CO)C(=O)Cc2cc(NC(=O)Nc3ccc(C(F)(F)F)cc3)ccc2O[C@H]1CN(C)Cc1ccc(-c2ccccc2)cc1
  Mtb BioA inh = -2.0
> Cc1noc(C)c1NC(=O)N[C@H]1C=C[C@@H](CC(=O)NCCCN(C)C)O[C@H]1CO
  Mtb BioA inh = -1.0
> Cc1noc(C)c1S(=O)(=O)Nc1ccc2c(c1)CC(=O)N([C@H](C)CO)C[C@H](C)[C@H](CN(C)C(=O)NC(C)C)O2
  Mtb BioA inh = -1.0
> CCC(=O)Nc1ccc2c(c1)OC[C@H](C)NC[C@H](C)[C@@H](OC)CN(C)C2=O
  Mtb BioA inh = -3.3
> C[C@H](CO)N1C[C@H](C)[C@@H](CN(C)S(=O)(=O)c2cn(C)cn2)Oc2c(NS(C)(=O)=O)cccc2C1=O
  Mtb BioA inh = 1.0
> Cc1ccccc1S(=O)(=O)N1CCCCN2[C@@H](CO)[C@H](c3ccc(-c4ccccc4)cc3)[C@@H]2C1
  Mtb BioA inh = -3.8
> CC(C)COC(=O)N(C)C[C@@H]1OCc2ccccc2-c2c(n(C)c3ccccc23)C(=O)N([C@@H](C)CO)C[C@H]1C
  Mtb BioA inh = 5.5
> CC(C)NC(=O)Nc1ccc2c(c1)C(=O)N([C@@H](C)CO)C[C@@H](C)[C@@H](CN(C)Cc1ccc(Cl)c(Cl)c1)O2
  Mtb BioA inh = 1.1
> COc1cccc(S(=O)(=O)N[C@@H]2CC[C@@H](CC(=O)NCc3ccncc3)O[C@H]2CO)c1
  Mtb BioA inh = 2.5
> CC(=O)N1CCCCN2[C@H](C1)[C@@H](c1ccc(-c3cccc(C)c3)cc1)[C@@H]2CO
  Mtb BioA inh = -2.4
> Cc1noc(C)c1S(=O)(=O)Nc1cccc2c1O[C@H](CN(C)Cc1ccncc1)[C@H](C)CN([C@@H](C)CO)C2=O
  Mtb BioA inh = -1.7
> CN1CCN(C(=O)C[C@H]2CC[C@@H]3[C@H](COC[C@@H](O)CN3C(=O)Nc3ccc(F)cc3)O2)CC1
  Mtb BioA inh = -1.8

# Three compounds already listed, sorted by heavy-atom count, high to low.
> C[C@H](CO)N1C[C@H](C)[C@H](CN(C)C(=O)Cc2ccccc2)OCCCC[C@H](C)Oc2ccc(NC(=O)c3ccncc3)cc2C1=O
  Mtb BioA inh = -0.1
> CC(=O)N1CCCCN2[C@H](C1)[C@@H](c1ccc(-c3cccc(C)c3)cc1)[C@@H]2CO
  Mtb BioA inh = -2.4
> CCC(=O)Nc1ccc2c(c1)OC[C@H](C)NC[C@H](C)[C@@H](OC)CN(C)C2=O
  Mtb BioA inh = -3.3

# Next results.
> CCCN(C)C[C@H]1OCCCC[C@@H](C)Oc2ccc(NS(=O)(=O)c3ccc(F)cc3)cc2C(=O)N([C@H](C)CO)C[C@@H]1C
  Mtb BioA inh = 0.8
> COCC(=O)NC[C@@H]1N[C@@H](CO)[C@H]1c1ccc(C2=CCCC2)cc1
  Mtb BioA inh = -1.5
> COc1ccc(NC(=O)Nc2ccc3c(c2)CC(=O)N([C@@H](C)CO)C[C@@H](C)[C@@H](CN(C)C(=O)Nc2cccc4ccccc24)O3)cc1
  Mtb BioA inh = 0.7
> C[C@H](CO)N1C[C@H](C)[C@H](CN(C)S(=O)(=O)c2cn(C)cn2)OCCCC[C@H](C)Oc2ccc(NS(=O)(=O)c3cccs3)cc2C1=O
  Mtb BioA inh = -7.1
> CO[C@@H](CN(C)Cc1ccc(-c2ccccn2)cc1)[C@@H](C)CN(C(=O)Nc1ccc(F)cc1)[C@@H](C)CO
  Mtb BioA inh = 0.3
> C[C@@H]1CN([C@@H](C)CO)C(=O)c2cccc(NC(=O)C3CCOCC3)c2O[C@H]1CN(C)S(=O)(=O)c1cccs1
  Mtb BioA inh = -0.6
> CO[C@H]1CN(C)C(=O)c2cc(NS(C)(=O)=O)ccc2OC[C@@H](C)N(C(=O)NC(C)C)C[C@H]1C
  Mtb BioA inh = -1.0
> C[C@@H]1CN([C@H](C)CO)C(=O)c2cccc(NC(=O)NC3CCCCC3)c2O[C@H]1CN(C)S(C)(=O)=O
  Mtb BioA inh = -3.9
> C[C@H]1CN([C@@H](C)CO)C(=O)c2cccc(NC(=O)NC3CCCCC3)c2O[C@H]1CN(C)S(=O)(=O)c1ccccc1
  Mtb BioA inh = 0.9
> O=C(Cc1ccncc1)NCC[C@H]1CC[C@H](NC(=O)Nc2ccc(F)cc2)[C@@H](CO)O1
  Mtb BioA inh = 2.6
> CCC(=O)Nc1ccc2c(c1)OC[C@@H](C)N(Cc1ccccc1)C[C@@H](C)[C@@H](OC)CN(C)C2=O
  Mtb BioA inh = -1.9
> C[C@@H]1CN([C@H](C)CO)C(=O)c2cc(NS(C)(=O)=O)ccc2O[C@@H](C)CCCCO[C@H]1CN(C)Cc1ccc2c(c1)OCO2
  Mtb BioA inh = -1.4
> O=C(Nc1ccccc1)N1CCCCN2[C@@H](CO)[C@@H](c3ccc(-c4ccncc4)cc3)[C@@H]2C1
  Mtb BioA inh = -2.3
> COc1cccc(NC(=O)N[C@H]2CC[C@H](CC(=O)N3CCCCC3)O[C@H]2CO)c1
  Mtb BioA inh = -0.1
> C[C@@H]1CCCCO[C@@H](CN(C)Cc2ccc(C(F)(F)F)cc2)[C@H](C)CN([C@H](C)CO)C(=O)c2cc(NS(=O)(=O)c3cn(C)cn3)ccc2O1
  Mtb BioA inh = 1.3

# (cont.)
compound	Mtb BioA inh
C[C@@H]1CN([C@H](C)CO)C(=O)c2cc(C#C[C@@H](C)O)cnc2O[C@H]1CN(C)C(=O)c1ccncc1	-0.5
CN(C[C@H]1N[C@@H](CO)[C@@H]1c1ccc(C2=CCCC2)cc1)C(=O)c1ccc(F)cc1	-11.6
Cc1ccc(S(=O)(=O)NCC[C@H]2CC[C@@H](NS(=O)(=O)c3ccccc3Cl)[C@H](CO)O2)cc1	0.6
C[C@@H]1CN([C@@H](C)CO)C(=O)c2cc(-c3ccccc3)cnc2O[C@H]1CN(C)C(=O)C1CCOCC1	-0.4
C[C@@H]1CCCCO[C@H](CN(C)Cc2ccccc2)[C@H](C)CN([C@@H](C)CO)C(=O)c2cc(NC(=O)NC3CCCCC3)ccc2O1	2.2
C[C@@H]1CN([C@H](C)CO)C(=O)c2cc(C3=CCCCC3)cnc2O[C@H]1CN(C)Cc1cccc(F)c1	2.9
O=C(Nc1cccc(F)c1)N1C[C@@H]2[C@H](c3ccccc31)[C@H](CO)N2C(=O)Cc1ccccc1	-4.2
CNC(=O)C[C@H]1CC[C@H]2[C@@H](COC[C@@H](O)CN2S(=O)(=O)c2cccc(Cl)c2)O1	1.1
Cc1noc(C)c1S(=O)(=O)N(C)C[C@H]1OCCCC[C@H](C)Oc2ccc(NC(=O)CCC(F)(F)F)cc2C(=O)N([C@H](C)CO)C[C@@H]1C	-2.1
C[C@H](CO)N1C[C@H](C)[C@H](CN(C)C(=O)C2CC2)Oc2cc(-c3ccncc3)ccc2S1(=O)=O	-1.6
Cc1noc(C)c1S(=O)(=O)Nc1ccc2c(c1)CC(=O)N([C@H](C)CO)C[C@@H](C)[C@H](CN(C)C(=O)Nc1ccc3c(c1)OCO3)O2	-1.9
O=C(C[C@@H]1C[C@H]2c3cc(NC(=O)Nc4ccc(C(F)(F)F)cc4)ccc3O[C@H]2[C@@H](CO)O1)NC1CCCCC1	-1.4
O=C(NC1Cc2ccccc2C1)[C@H]1[C@H](CO)[C@H]2Cn3c(cccc3=O)[C@H]2N1C(=O)C1CC1	-1.2
CO[C@H]1CN(C)C(=O)c2ccc(NS(C)(=O)=O)cc2OC[C@H](C)N(Cc2cncnc2)C[C@H]1C	-1.7
C[C@H]1CN([C@@H](C)CO)C(=O)c2cc(C#CCC3CCCC3)cnc2O[C@@H]1CN(C)Cc1ccccn1	6.2
CNC(=O)C[C@@H]1CC[C@@H]2[C@H](COc3ccc(NC(=O)Nc4ccc(F)cc4)cc3C(=O)N2C)O1	9.2
COC(=O)C[C@@H]1CC[C@H]2[C@@H](COc3ccc(NC(=O)Nc4cccc(C#N)c4)cc3C(=O)N2C)O1	-2.1
C[C@@H]1CCCCO[C@@H](CN(C)Cc2ccncc2)[C@H](C)CN([C@H](C)CO)C(=O)c2cc(NC(=O)Nc3cccc4ccccc34)ccc2O1	-0.7
C[C@H]1CN([C@@H](C)CO)C(=O)c2cc(Br)cnc2O[C@H]1CN(C)Cc1ccc2c(c1)OCO2	1.6
O=C(Nc1ccc(F)cc1)N1CCCCN2[C@H](C1)[C@H](c1ccc(-c3cccc(F)c3)cc1)[C@@H]2CO	-0.6
C[C@@H]1CN([C@H](C)CO)C(=O)c2cc(NC(=O)C3CCCCC3)ccc2O[C@@H]1CN(C)S(C)(=O)=O	-0.8
COc1cccc(NC(=O)N(C)C[C@@H]2Oc3cc(C#CC4(O)CCCC4)ccc3S(=O)(=O)N([C@@H](C)CO)C[C@H]2C)c1	1.3
O=C(NCc1ccncn1)[C@@H]1[C@@H](CO)[C@@H]2Cn3c(cccc3=O)[C@H]1N2CC1CC1	-0.4
CC(C)C#Cc1ccc2c(c1)O[C@H](CN(C)C(=O)CC1CC1)[C@@H](C)CN([C@H](C)CO)S2(=O)=O	-1.5
C[C@@H]1CN([C@H](C)CO)C(=O)c2cc(NC(=O)C3CCCCC3)ccc2O[C@@H](C)CCCCO[C@H]1CN(C)S(=O)(=O)c1cccs1	0.1
COc1ccc(NC(=O)N(C)C[C@H]2Oc3c(NC(=O)c4cc(C)nn4C)cccc3C(=O)N([C@@H](C)CO)C[C@@H]2C)cc1	2.2
COc1ccc(S(=O)(=O)N(C)C[C@H]2Oc3c(NC(=O)c4nc5ccccc5s4)cccc3C(=O)N([C@H](C)CO)C[C@H]2C)cc1	-0.6
O=C(Nc1ccccc1F)N1C[C@@H]2[C@H](c3ccccc31)[C@@H](CO)N2C(=O)c1ccccc1F	-2.3
CCC(=O)N[C@@H]1CC[C@H](CCNC(=O)Nc2ccc(C(F)(F)F)cc2)O[C@@H]1CO	-0.2
CC(=O)N(C)C[C@@H]1Oc2cc(C#CCC(C)C)ccc2S(=O)(=O)N([C@@H](C)CO)C[C@H]1C	0.2

# The closing four records of the part before come first, to join the parts:
compound	Mtb BioA inh
COc1ccc(S(=O)(=O)N(C)C[C@H]2Oc3c(NC(=O)c4nc5ccccc5s4)cccc3C(=O)N([C@H](C)CO)C[C@H]2C)cc1	-0.6
O=C(Nc1ccccc1F)N1C[C@@H]2[C@H](c3ccccc31)[C@@H](CO)N2C(=O)c1ccccc1F	-2.3
CCC(=O)N[C@@H]1CC[C@H](CCNC(=O)Nc2ccc(C(F)(F)F)cc2)O[C@@H]1CO	-0.2
CC(=O)N(C)C[C@@H]1Oc2cc(C#CCC(C)C)ccc2S(=O)(=O)N([C@@H](C)CO)C[C@H]1C	0.2
COc1ccc(C#Cc2ccc([C@H]3[C@@H](CO)N4CCCCN(C(=O)Nc5ccc(F)cc5)C[C@@H]34)cc2)cc1	2.5
COc1ccc(NC(=O)N(C)C[C@@H]2Oc3ccc(NC(=O)NC(C)C)cc3CC(=O)N([C@@H](C)CO)C[C@@H]2C)cc1	-1.7
COc1ccc(NC(=O)N(C)C[C@@H]2OCc3ccccc3-c3ccccc3C(=O)N([C@H](C)CO)C[C@@H]2C)cc1	1.1
CCCNC(=O)C[C@@H]1C[C@H]2c3cc(NS(C)(=O)=O)ccc3O[C@H]2[C@@H](CO)O1	-2.2
C[C@@H]1CN([C@@H](C)CO)C(=O)c2cccc(NS(=O)(=O)c3cccs3)c2O[C@@H]1CN(C)Cc1ccc(C(=O)Nc2ccccc2N)cc1	-0.9
NCC[C@H]1CC[C@H](NS(=O)(=O)Cc2ccccc2)[C@H](CO)O1	-4.2
C[C@H](CO)N1C[C@H](C)[C@@H](CN(C)S(=O)(=O)c2ccccc2)Oc2c(NS(=O)(=O)c3ccc(Cl)cc3)cccc2C1=O	-1.7
COc1ccccc1C#Cc1ccc([C@@H]2[C@@H](CO)N3CCCCN(C(=O)C4CCCC4)C[C@@H]23)cc1	-0.8
O=C(C[C@@H]1C=C[C@@H](NC(=O)c2cccnc2)[C@@H](CO)O1)NCc1ccc(Cl)c(Cl)c1	-0.4
COc1ccccc1-c1ccc([C@H]2[C@H]3CN(C(=O)CN4CCOCC4)CCCCN3[C@H]2CO)cc1	-2.5
O=C(C[C@H]1CC[C@H]2[C@@H](COC[C@@H](O)CN2C(=O)c2ccc(F)cc2)O1)N1CCCCC1	-0.4
Cc1cccc(S(=O)(=O)N2CC[C@@H]3[C@H](CO)Nc4ccc(C#Cc5ccc(F)cc5)cc4[C@@H]32)c1	-1.6
COc1ccc(S(=O)(=O)N(C)C[C@H]2Oc3ccc(NC(=O)Cn4cnnn4)cc3CC(=O)N([C@H](C)CO)C[C@@H]2C)cc1	0.0
CCC(=O)N1[C@@H](CO)[C@@H]2c3ccccc3N(C(=O)CC(F)(F)F)C[C@@H]21	2.7
C[C@@H]1CN([C@@H](C)CO)C(=O)c2cc(C3=CCCC3)cnc2O[C@@H]1CN(C)C(=O)Nc1ccc(C(F)(F)F)cc1	0.6
O=C(NCC1CC1)[C@H]1[C@H](CO)[C@H]2Cn3c(ccc(-c4cccc(F)c4)c3=O)[C@H]2N1CC1CCCC1	23.5
O=C(Nc1ccccc1Cl)N1C[C@@H]2[C@H](c3ccccc31)[C@@H](CO)N2Cc1ccncc1	-1.2
CCC(=O)N1C[C@@H](C)[C@@H](OC)CN(C)C(=O)c2ccc(NC(=O)Nc3ccc(Cl)cc3)cc2OC[C@H]1C	-3.6
CN1CCN(C(=O)C[C@H]2CC[C@@H]3[C@H](COC[C@@H](O)CN3Cc3ccc4c(c3)OCO4)O2)CC1	-1.3
COc1ccc(CN(C)C[C@@H]2Oc3ccc(NC(=O)Cc4ccccc4)cc3CC(=O)N([C@H](C)CO)C[C@H]2C)cc1	-2.7
N#C[C@@H]1[C@@H](c2ccccc2)[C@H](CO)N1S(=O)(=O)c1cccc(F)c1	0.8
CCOC(=O)N(C)C[C@H]1OCc2ccccc2-c2c(n(C)c3ccccc23)C(=O)N([C@H](C)CO)C[C@@H]1C	0.5
O=C(CN1CCOCC1)N[C@H]1CC[C@H](CCNC(=O)C2CCCC2)O[C@H]1CO	-1.3

# An excerpt. The share of hits here may be higher or lower than overall.
